GAA glycogen: alters human alpha-glucosidase cleavage of glycogen; P10253; recombinant GAA, glycogen substrate, Amplex Red glucose oxidase fluorescence; Potency, µM (doses to about 76.4 µM), for the others: at the top dose activity change, negative = inhibition, actives largely listed as inhibitors; hit rate 0.38% among 300,000; AID 2100;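 also: 0% = full enzyme reaction and -100% = no-enzyme basal signal; the screen sought inhibitors and activators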
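Natural-substrate format: glycogen cleavage by 4 nM human enzyme, glucose read by Amplex Red coupling (Ex 573, Em 610 nm). Normalized to enzyme and no-enzyme controls.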
GAA inh: blocks human lysosomal alpha-glucosidase. purified human GAA, 4-MU-alpha-glucoside fluorescence. Potency, µM (top dose mostly 76.9 µM), for the others: at the top dose activity change, negative = inhibition, usual class: inhibitors. hit rate 0.005% among 200,000. AID 1466;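 also: plate controls were uninhibited enzyme wells for no effect and no-enzyme background for full effect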
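AC50 values come from Hill fits of compound titrations (up to 77 uM) against 4 nM human enzyme. Substrate 4-methylumbelliferyl-alpha-D-pyranoside at 400 uM, pH 5.0 citrate buffer, 20 min room temperature; fluorescence Ex 365/Em 440 after alkaline stop.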
TRb-SRC2 inh: inhibitors of human thyroid hormone receptor beta-SRC2 interaction | P10828 | TRbeta-SRC2 peptide binding, fluorescence polarization; receptor liganded with 1 µM T3 | Potency, µM (top dose mostly 106 µM), without a hit: top-dose activity change, negative = inhibition, hits mostly inhibitors | hit rate 0.065% among 280,000;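 also: plate controls were bound peptide for no effect and peptide without receptor for full effect; nearly all actives have a fitted effect of over 50% in size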
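Human TRb ligand-binding domain (0.6 uM) is mixed with 20 nM Texas Red SRC2 peptide and 1 uM T3; after compound addition and 5 hr at ambient temperature, polarization is measured and normalized to unbound and bound controls.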
aGlu spleen mod: lysosomal alpha-glucosidase (human) modulation | P10253 | human spleen homogenate, 4-MU-alpha-glucoside fluorescence | Potency, µM (doses to about 79.9 µM), for inactives: at the top dose activity change, negative = inhibition, hits mostly inhibitors | hit rate 0.006% among 240,000;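 also: 0% = enzyme with vehicle and -100% = no enzyme basal signal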
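Enzyme source: human spleen homogenate, 1 ug/well. Buffer 50 mM citric acid/K phosphate pH 5.0, 0.01% Tween-20. 4-MU-alpha-glucoside 1 mM; 37 C x 40 min; NaOH/glycine stop; fluorescence.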
TR SRC2 fluor cs: alters Texas Red total fluorescence, flagging assay interference; TRb/SRC2 Texas Red total fluorescence interference; Potency, µM (doses to about 106 µM), inactives show top-dose fluorescence change, negative = quenching; hit rate 0.29% among 280,000; AID 1479; active = well fitted curve in either direction with a large enough effect; inconclusive = small, poorly fitted or top-dose-only effect
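Flags fluorescent or light-absorbing compounds by total fluorescence, S + 2P, at 555 nm excitation and 632 nm emission. Mixture: 20 nM Texas Red SRC2 peptide, 0.6 uM human TRb LBD, 1 uM T3, 5% DMSO; compound exposure 5 h at ambient temperature.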
RECQ1 inh: inhibitors of human RECQ1 DNA helicase | RECQ1 DNA unwinding, red fluorescence kinetic read | hit rate 0.54% among 240,000 | Potency, µM (highest dose often 57.3 µM), inactives show at the top dose activity, negative = inhibition, actives largely listed as inhibitors;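 also: plate controls were vehicle for no effect and no enzyme for full effect; nearly all actives have a fitted effect of over 30% in size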
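50 nM RECQ1T1 preincubated 15 min with compound in Tris pH 8.0 buffer with MgCl2, DTT, Tween-20 and 2.5 ug/ml poly(dI-dC); started with 200 nM TAMRA/BHQ-2 forked duplex and 2 mM ATP. Unwinding read as fluorescence (525/598 nm), two reads 2 h apart.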
RGS12 GoLoco inh: blocks human Gai1 binding to RGS12 GoLoco peptide, red readout; hit rate 0.44% among 230,000; Gai1:RGS12 GoLoco peptide FP, rhodamine, 10 min; P63096; AID 880; Potency, µM (highest dose often 61.6 µM), inactives show top-dose activity, negative = inhibition, actives largely listed as inhibitors; active = well fitted inhibition curve with a large enough effect, not every such curve was filed as active; inactive = no such curve, though single readings can be large or run the other way; also: nearly all actives have a fitted effect of over 30% in size; many of its hits are not listed in these tables
L3MBTL1 block: blocks human L3MBTL1; Q9Y468; AlphaScreen L3MBTL1–H3K9me1 peptide binding; Potency, µM (highest dose often 57.1 µM), for the others: top-dose activity, negative = inhibition, hits mostly inhibitors; hit rate 0.66% among 230,000; also: nearly all actives have a fitted effect of over 60% in size
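AlphaScreen proximity signal between nickel-chelate acceptor and streptavidin donor beads (final 10 ug/mL) reports binding of 50 nM L3MBTL1 to 75 nM biotin-H3 K9me1 peptide; complex incubated with compounds 30 min at room temperature; cefsulodin titration as control.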
Starred values were filed as active, the others as inactive; i = inactive; ? = inconclusive; nt = no result given; [ ] = another dose, or the depositor's remark. Unless noted, calls follow the shape of the dose curve; as a rule, active = well fitted curve in the direction sought with a large enough effect; inconclusive = small, poorly fitted or top-dose-only effect, or another doubt; inactive = no such curve, though single readings can be large; an effect the other way counts as inactive or inconclusive. Unless noted, % is scaled to controls: 0 for no effect and ±100 for the full control effect; potency is read from the fitted curve at half-maximal effect.

SMILES | GAA glycogen | GAA inh | TRb-SRC2 inh | aGlu spleen mod | TR SRC2 fluor cs | RECQ1 inh | RGS12 GoLoco inh | L3MBTL1 block
Cc1ccc(C)c(N(C)C(=O)COc2cc(=O)n(C)c3ccccc23)c1 | 5% | -6% | -7% | 1% | -2% | -8% | 4% | nt
CCc1[nH]nc2c1C(Cc1ccccc1)C(C#N)=C(N)O2 (stereo not drawn) | -7% | 5% | -4% | -1% | -7% | -1% | 1% | nt
CC(=O)c1ccc(Sc2ccc(C(C)=O)cc2)cc1 | 9% | -1% | 12% | 2% | 2% | 1% | -4% | 68%[activator]
Cc1nn(CC(=O)N2CCOCC2)c(C)c1[N+](=O)[O-] | -3% | -1% | 2% | -3% | 0% | -11% | 3% | 1%
O=c1c2sccc2nc(SCc2cc(=O)n3cc(Cl)ccc3n2)n1Cc1ccccn1 | 3% | -3% | -1% | 1% | -1% | -3% | 5% | nt
CC(=O)NC(C)C12CC3CC(CC(C(=O)O)(C3)C1)C2 (stereo not drawn) | 1% | -6% | 1% | -5% | 2% | -1% | -6% | -3%
Cc1c(NC(=O)CSc2nnc(-c3ccco3)n2-c2ccccc2)c(=O)n(-c2ccccc2)n1C | -1% | -2% | 2% | -3% | 2% | -7% | -2% | 2%
CCc1ccc(Cn2nnc(C(=O)Nc3ccc(OC)cc3OC)c2N)cc1 | 4% | -8% | -21% | 3% | 1% | i | -3% | nt
CC(=O)c1nnn(-c2ccc(F)cc2F)c1C | 10% | nt | -7% | 3% | -6% | i | 7% | 8%
COc1cc(C(=O)OCCc2c(C)nc3nc[nH]n3c2=O)cc(OC)c1OC | 9% | 4% | -3% | 1% | -1% | -3% | 2% | nt
CCN1CCCC1CN(Cc1cc2ccc(C)cc2[nH]c1=O)C(=S)Nc1ccc(OC)cc1OC (stereo not drawn) | 3% | 3% | 0% | 4% | 8% | -7% | 28% | -6%
Clc1ccc(Cn2cc(/C=N/n3cnnc3)c3ccccc32)c(Cl)c1 | 5% | -2% | 1% | -1% | -5% | i | 10% | nt
O=C(NCc1cccs1)C1CCCN(S(=O)(=O)c2cccc3cccnc23)C1 (stereo not drawn) | -5% | -3% | 3% | 3% | 0% | -5% | 5% | nt
Cc1ccc(NC(=O)CSc2nnc([C@@H]3CCCN3C(=O)OC(C)(C)C)o2)c(C)c1 | 2% | -2% | -1% | 7% | -3% | -5% | 4% | 0%
Cc1ccc(N2CCN(C(=O)c3ccccc3NC(=O)C3CCCCC3C(=O)O)CC2)cc1 (stereo not drawn) | -21% | 0% | 3% | 2% | -1% | ? | 1% | 2%
Cc1cccc(C(=O)N/N=C/c2ccccn2)c1 | 0% | 1% | -2% | 0% | 1% | -1% | -3% | 28%
O=C(O)c1ccc(N2C(=O)c3cccc4c(C(=O)O)ccc(c34)C2=O)cc1 | -9% | -2% | 1% | -15% | -2% | ? | -6% | 3.5µM*
Cn1nnc2cc(NC(=O)N3CC4(C)CC3CC(C)(C)C4)ccc21 (stereo not drawn) | 2% | -3% | -6% | -4% | -2% | 4% | 18% | 1%
O=C(O)c1nccnc1C(=O)NCCc1c[nH]c2ccccc12 | 3% | 5% | 0% | 4% | 3% | -8% | 16% | 12%
Cc1ccc(C(=O)N/C(=C/c2cccc([N+](=O)[O-])c2)C(=O)NC(C)C)cc1 | 14% | 1% | -8% | -3% | -1% | -4% | 10% | 2%
CCOC(=O)c1cn(CC(=O)Nc2ccccc2C(=O)OCC)nn1 | -5% | 1% | -11% | 3% | -2% | -2% | 4% | 1%
COc1ccc(S(=O)(=O)N2CCC(O)(c3ccc4c(c3)OCO4)CC2)cc1 | -4% | -16% | 4% | -8% | -6% | -9% | -12% | 7%
c1ccc(-c2nc(-c3cccnc3)n[nH]2)cc1 | -2% | -13% | 4% | 7% | -8% | -2% | -7% | 14%
Cc1ccccc1-n1cnnc1SCC(=O)N1CCN(c2ccccc2)CC1 | 1% | -1% | -1% | -3% | -1% | -8% | 7% | nt

Ten neighbouring compounds out of the list so far, for reference:
SMILES | GAA glycogen | GAA inh | TRb-SRC2 inh | aGlu spleen mod | TR SRC2 fluor cs | RECQ1 inh | RGS12 GoLoco inh | L3MBTL1 block
Cc1ccc(N2CCN(C(=O)c3ccccc3NC(=O)C3CCCCC3C(=O)O)CC2)cc1 (stereo not drawn) | -21% | 0% | 3% | 2% | -1% | ? | 1% | 2%
Cc1cccc(C(=O)N/N=C/c2ccccn2)c1 | 0% | 1% | -2% | 0% | 1% | -1% | -3% | 28%
O=C(O)c1ccc(N2C(=O)c3cccc4c(C(=O)O)ccc(c34)C2=O)cc1 | -9% | -2% | 1% | -15% | -2% | ? | -6% | 3.5µM*
Cn1nnc2cc(NC(=O)N3CC4(C)CC3CC(C)(C)C4)ccc21 (stereo not drawn) | 2% | -3% | -6% | -4% | -2% | 4% | 18% | 1%
O=C(O)c1nccnc1C(=O)NCCc1c[nH]c2ccccc12 | 3% | 5% | 0% | 4% | 3% | -8% | 16% | 12%
Cc1ccc(C(=O)N/C(=C/c2cccc([N+](=O)[O-])c2)C(=O)NC(C)C)cc1 | 14% | 1% | -8% | -3% | -1% | -4% | 10% | 2%
CCOC(=O)c1cn(CC(=O)Nc2ccccc2C(=O)OCC)nn1 | -5% | 1% | -11% | 3% | -2% | -2% | 4% | 1%
COc1ccc(S(=O)(=O)N2CCC(O)(c3ccc4c(c3)OCO4)CC2)cc1 | -4% | -16% | 4% | -8% | -6% | -9% | -12% | 7%
c1ccc(-c2nc(-c3cccnc3)n[nH]2)cc1 | -2% | -13% | 4% | 7% | -8% | -2% | -7% | 14%
Cc1ccccc1-n1cnnc1SCC(=O)N1CCN(c2ccccc2)CC1 | 1% | -1% | -1% | -3% | -1% | -8% | 7% | nt

Next results follow:
SMILES | GAA glycogen | GAA inh | TRb-SRC2 inh | aGlu spleen mod | TR SRC2 fluor cs | RECQ1 inh | RGS12 GoLoco inh | L3MBTL1 block
CC(=O)OCC(=O)[C@@]1(O)CC[C@H]2[C@@H]3CCC4=CC(=O)C=C[C@]4(C)[C@H]3[C@@H](O)C[C@@]21C | 6% | -17%[15.4 µM] | -1% | -7% | 0% | -4% | 9% | -1%
C=CCNS(=O)(=O)c1cc(S(=O)(=O)NCC=C)c(OC)cc1OC | 4% | -10% | 0% | -11% | -5% | i | 3% | 25%
CC(=O)Nc1ccc(C(=O)OCC(=O)Nc2ccc(N3CCOCC3)cc2)cc1 | 1% | -1% | 4% | 3% | -2% | -6% | 0% | -13%
O=C(N=NC(=O)c1ccc2c(O)n(C3CCCCC3)c(O)c2c1)c1cccnc1 | 10% | 5% | 5% | -7% | -9% | i | -8% | 9%
CCOC(=O)CSc1nc2ccccc2c(=O)n1CC1CCCC1 | -1% | -6% | -17% | -6% | 1% | -5% | 7% | 37%[activator]
Cc1cc(C)c(S(=O)(=O)N2CCN(CCN3C(=O)c4cccc5cccc(c45)C3=O)CC2)cc1[N+](=O)[O-] | -1% | 1% | -5% | -12% | -6% | 1% | 10% | 1%
CC(C)NS(=O)(=O)c1ccc(OCC(=O)NCc2ccc3c(c2)OCO3)c(Cl)c1 | -3% | -5% | -7% | -17% | -4% | i | 0% | nt
O=C(O)CSc1nc2ccccc2[nH]1 | 7% | -10% | -1% | 8% | -3% | -12% | 0%[14.2 µM] | nt
COc1cccc(-n2c(=S)sc3c(=O)n(-c4ccccc4OC)c(=S)[nH]c32)c1 | -14% | 3% | -5% | -11% | 0% | 9% | 0% | nt
COc1ccc(NC(=S)Nc2ccc3nccnc3c2)cc1 | -19% | -1% | -8% | -9% | -1% | -4% | -1% | -7%
NC(=O)C1CCN(CC(=O)Nc2cccc(C(=O)Nc3cccc(C(F)(F)F)c3)c2)CC1 | 18% | -4% | -11% | -6% | 0% | -5% | -7% | 4%
COc1ccc(C(=O)COc2nc(C)cc(C)c2C#N)cc1 | -3% | 0% | 4% | -9% | 1% | ? | -1% | 11%
O=S(=O)(/C=C/c1ccccc1)n1cnc2ccccc21 | -2% | 2% | 1% | -5% | 0% | -4% | 2% | 7%
O=C1N(CCCCN2C(=O)C3(OCCO3)c3ccccc32)c2ccccc2C12OCCO2 | -4% | 0% | 6% | 7% | 2% | -4% | 7% | 0%
O=C(O)CCN1C(=O)C2C3c4ccccc4C(c4ccccc43)C2C1=O (stereo not drawn) | 4% | nt | -10% | -9% | 0% | 12% | -3% | nt
O=C(O)c1cc(NS(=O)(=O)c2ccc(N3CCCCC3)c([N+](=O)[O-])c2)cc(C(=O)O)c1 | -5% | -9% | 8% | -6% | -2% | -4% | -3% | -16%
CCCc1[nH]n(-c2nc3ccccc3s2)c(=O)c1C=NCCCOC | 5% | nt | -3% | 4% | -5% | -2% | 12% | -1%
COc1ccc(N2CCN(C(=O)c3cn(C)c(=O)c4c3c3ccccc3n4C)CC2)cc1 | -9% | 0% | -9% | -1% | -4% | -8% | 6% | -20%
Cn1c(-c2ccccc2)cnc1SCC(=O)N1CCCCC1 | -20% | -3% | -19% | 1% | 1% | 0% | -6% | -6%
Cc1[nH]c2ccccc2c1/C=C(\C#N)S(=O)(=O)c1ccccc1 | 0% | 6% | 6% | 2% | -2% | -4% | 8% | nt
CN(C)CC#CCCCCCCC#CCN(C)C | 5% | 1% | 7% | 7% | -3% | -4% | 3% | nt
CCOC(=O)/C(C#N)=C1/C=C(C)c2ccccc2N1 | -3% | -13% | -3% | -2% | 1% | -2% | 4% | 51%[activator]
CC(=O)Nc1cc(-c2ccc(Cl)cc2)nn1-c1ccccc1 | 0% | -3% | -12% | 1% | 4% | -15% | 14% | 3%
COc1ccc(CCn2nnnc2C(C(C)C)N2CCC(C(N)=O)CC2)cc1OC (stereo not drawn) | -11% | 4% | -5% | -3% | 1% | -9% | -3% | 1%
Nn1c(SCc2cccc(C(F)(F)F)c2)nnc1-c1ccco1 | -1% | -8% | 13% | -4% | 1% | -5% | 32%[activator] | -7%
O=C1CC(c2c(F)cccc2Cl)C(n2cncn2)C(O)=C1C1NCCc2ccccc21 (stereo not drawn) | 2% | ? | -4% | -11% | 0% | i | -7% | ?

Not all compounds are listed, so the mix of outcomes need not match the whole.
